High-throughput results: PubChem, National Center for Advancing Translational Sciences (NCATS)
Pol eta inh: blocks human DNA polymerase eta activity; recombinant Pol eta, fluorescent DNA replication assay; AID 588591; 1.2% of 390,000 active; Potency, µM (titrated, usually from 114 µM), without a hit: at the top dose activity change, negative = inhibition, most hits filed as inhibitors; Q9Y253; note: potency is the fitted concentration of half-maximal effect; % is set by controls: 0 for no effect and ±100 for the full control effect
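Pol eta (10 nM) was preincubated with compounds for 15 min at room temperature, after which fluorescent replication substrate (50 nM final) was added to start the reaction. Fluorescence was read kinetically at 0 and 10 min.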
HP1b binding inh: HP1-beta chromodomain-methylated histone interaction inhibition; 0.56% of 390,000 active; Potency, µM (titrated, usually from 114 µM), for the others: at the highest dose activity change, negative = inhibition, usual class: inhibitors; AlphaScreen HP1-beta / biotin-H3K9me3 peptide binding; P83916; AID 540317; note: potency is the fitted concentration of half-maximal effect; nearly all actives have a fitted effect of over 70% in size; inactives centre near 23
Target sequence (P83916 whole entry, looked up): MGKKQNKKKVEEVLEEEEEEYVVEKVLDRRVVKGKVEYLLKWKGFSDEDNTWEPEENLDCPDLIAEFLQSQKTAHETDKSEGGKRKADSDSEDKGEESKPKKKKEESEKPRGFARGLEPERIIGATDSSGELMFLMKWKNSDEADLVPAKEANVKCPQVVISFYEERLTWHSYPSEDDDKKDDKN
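Compound inhibition of the preformed complex between 50 nM HP1-beta and 50 nM biotinylated H3K9me3 peptide was read by AlphaScreen. Buffer was PBS pH 7.4 with 0.01% Tween-20. Incubations ran 30 min at room temperature, with 10 ug/mL donor/acceptor beads.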
Pin1 inh: inhibitors of human Pin1; 0.009% of 390,000 active; Pin1 FP peptide displacement, HiFluor488, 10 min; Potency, µM (doses to about 115 µM), inactives show at the top dose activity, negative = inhibition, most hits filed as inhibitors; AID 504891; Q13526; active = well fitted inhibition curve with a large enough effect in the polarisation, with a control signal flat, not every such curve was filed as active; inconclusive = small, poorly fitted or top-dose-only effect, or effect the other way, or a change in a side signal; inactive = no such curve, though single readings can be large or run the other way; the % refers to the polarisation; note: potency is the fitted concentration of half-maximal effect; % is set by controls: 0 for no effect and ±100 for the full control effect
Target sequence (Q13526 whole entry, looked up): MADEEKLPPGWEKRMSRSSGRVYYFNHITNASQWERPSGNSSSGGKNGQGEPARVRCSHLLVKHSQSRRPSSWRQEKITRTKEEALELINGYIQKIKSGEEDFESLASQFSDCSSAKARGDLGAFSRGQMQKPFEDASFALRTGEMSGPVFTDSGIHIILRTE
PGK inhibitor: blocks T. brucei phosphoglycerate kinase | P07378 | PGK/GAPDH coupled, Kinase-Glo luminescence, 60 min | Potency, µM (series often up to 57.5 µM), for inactives: top-dose activity change, negative = inhibition, actives largely listed as inhibitors | 0.043% of 380,000 active | AID 602233; note: potency is the fitted concentration of half-maximal effect; % is set by controls: 0 for no effect and ±100 for the full control effect; nearly all actives have a fitted effect of over 60% in size
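Luminescent ATP detection (Kinase-Glo Plus) follows a 60-minute room-temperature incubation, with wells lacking PGK as controls. Buffer: 100 mM TEA (pH 7.6), 5 mM MgCl2, 0.01% Tween-20. Coupling enzyme GAPDH (100 nM final) supplies unstable 1,3-BPG in-well.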
JMJD2A Tudor inh: blocks the human JMJD2A Tudor domain | AlphaScreen JMJD2A-Tudor / H3K4me3 peptide binding | 4.4% of 390,000 active | Potency, µM (doses to about 114 µM), without a hit: at the top dose activity change, negative = inhibition, usual class: inhibitors | AID 504339; note: potency is the fitted concentration of half-maximal effect; % is set by controls: 0 for no effect and ±100 for the full control effect; nearly all actives have a fitted effect of over 50% in size
GLS inhibitor: inhibitors of human glutaminase (GLS); O94925; GLS enzymatic activity, qHTS titration; Potency, µM (top dose mostly 45.5 µM), for inactives: at the highest dose activity change, negative = inhibition, most hits filed as inhibitors; 0.21% of 410,000 active; AID 624170; note: potency is the fitted concentration of half-maximal effect; % is set by controls: 0 for no effect and ±100 for the full control effect
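Compounds were pin-transferred onto hKGA, after which L-glutamine (1 mM solution) and a detection mix of glutamate oxidase, HRP and Amplex Red were added. Initial and 30 min RT fluorescence reads were collected.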
PI4K2A inh: blocks human PI4K2A kinase activity; 0.13% of 420,000 active; Q9BTU6; activity change, negative = inhibition, % at 76.9 µM; AID 1346378; purified PI4K2A, ADP-Glo luminescence, 1 h; stronger effect = lower value; in the data active = activity change below about -50%; inconclusive = mostly about -30% to -49%;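 note: -100% = wells without enzyme as full effect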
Target sequence (Q9BTU6 whole entry, looked up): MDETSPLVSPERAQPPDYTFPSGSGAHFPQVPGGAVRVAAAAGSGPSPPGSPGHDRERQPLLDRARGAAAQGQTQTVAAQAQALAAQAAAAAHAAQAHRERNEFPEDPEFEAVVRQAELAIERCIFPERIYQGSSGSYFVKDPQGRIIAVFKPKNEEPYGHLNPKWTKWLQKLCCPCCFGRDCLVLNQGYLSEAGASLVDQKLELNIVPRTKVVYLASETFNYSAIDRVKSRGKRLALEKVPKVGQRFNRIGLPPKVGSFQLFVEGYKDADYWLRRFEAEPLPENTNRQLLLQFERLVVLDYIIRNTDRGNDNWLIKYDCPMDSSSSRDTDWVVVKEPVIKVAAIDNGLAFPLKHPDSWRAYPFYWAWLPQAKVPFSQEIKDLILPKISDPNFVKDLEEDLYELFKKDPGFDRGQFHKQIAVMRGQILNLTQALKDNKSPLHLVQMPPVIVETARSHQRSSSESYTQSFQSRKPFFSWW
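PI4K2A activity was measured by ADP-Glo luminescence: enzyme (4 ug/mL stock) and phosphatidylinositol (1.2 mM stock) in Tris pH 7.5/MgCl2/EGTA/Triton X-100 buffer were reacted with ATP (300 microM stock) for one hour at ambient temperature.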
BAZ2B block: inhibitors of human BAZ2B bromodomain. Q9UIF8. AlphaScreen BAZ2B-H3K14Ac peptide displacement. Potency, µM (series often up to 114 µM), for inactives: top-dose activity change, negative = inhibition, actives largely listed as inhibitors. 4.4% of 360,000 active. AID 504333; note: potency is the fitted concentration of half-maximal effect; % is set by controls: 0 for no effect and ±100 for the full control effect; nearly all actives have a fitted effect of over 60% in size
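Inhibition is scored as reduced AlphaScreen emission. The BAZ2B/b-H3(5-23)K14Ac complex (50 nM each) in PBS pH 7.4, 0.01% Tween-20 meets compound (up to 110 uM) for 30 min at RT before bead addition.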
G9a inh: blocks human histone lysine methyltransferase G9a; G9a H3K9 monomethylation, AlphaScreen, 2 h; Potency, µM (highest dose often 102 µM), without a hit: at the highest dose activity, negative = inhibition, hits mostly inhibitors; Q96KQ7; 8.8% of 350,000 active; note: potency is the fitted concentration of half-maximal effect; % is set by controls: 0 for no effect and ±100 for the full control effect; nearly all actives have a fitted effect of over 75% in size
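Quantitative HTS format: methyltransferase activity on a biotin-tagged H3K9 peptide is measured by AlphaScreen, using a rabbit anti-monomethyl-H3K9 antibody with streptavidin donor and anti-IgG acceptor beads. Final levels are 20 nM enzyme, 500 nM peptide, 20 uM SAM; 2 h RT.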
* marks the source's active call; other numbers are inactive results; i = inactive; ? = inconclusive; . = no result given; [ ] = remark or other dose. Unless noted, calls come from the whole dose curve; as a rule, active = well fitted curve in the direction sought with a large enough effect; inconclusive = small, poorly fitted or top-dose-only effect, or another doubt; inactive = no such curve, though single readings can be large; an effect the other way counts as inactive or inconclusive. Some of the compounds tested; the hit share may differ from the screen's.

SMILES	Pol eta inh	HP1b binding inh	Pin1 inh	PGK inhibitor	JMJD2A Tudor inh	GLS inhibitor	PI4K2A inh	BAZ2B block	G9a inh
O=C(O)CSc1nnc(C2CC2)n1-c1ccccc1	-16%	7%	0%	-6%	-15%	10%	-2	0%	-15%[59 µM]
CC12CCC(=O)N1C(C(=O)Nc1ccc(Cl)c(S(=O)(=O)N3CCCCC3)c1)CS2 (centres undefined)	-17%	0%	-3%	-9%	-30%	9%	1	-5%	?
CC(C)(C)SCCNC(=O)COc1ccccc1	0%	37%	-8%	.	-5%	-13%	0	0%	17%[12.7 µM]
CC(C)(C)OC(=O)N1CCC(c2c(C(=O)Nc3ccc4c(c3)OCCO4)cnn2-c2ccc(F)cc2)CC1	-6%	20%	?	8%	-34%	-16%	-4	0%[57.1 µM]	?
O=C(COC(=O)c1ccc(F)c(S(=O)(=O)N2CCOCC2)c1)NCCc1ccc(F)cc1	-13%	29%	7%	-2%	-4%	1%	0	.	.
CCCCn1c(N)c(N(C(=O)CSc2nnnn2-c2ccccc2)C2CCCC2)c(=O)[nH]c1=O	-13%	26%	0%	-2%	-13%	-1%	4	-7%	2%[12.7 µM]
CCOc1ccc(CCNC(=O)c2nn(C)c3c2CSc2ccccc2-3)cc1	-15%	-28%	0%	i	-10%	1%	7	-14%	-34%[59 µM]
Cc1cccc(NC(=S)N/N=C/C(C)c2ccccc2)c1C (centres undefined)	-5%	26%	-1%	5%	?	-10%	-3	?	?
Cc1ccccc1-c1nc(CSc2nc3c(c(=O)[nH]2)CCC3)c(C)o1	-2%	38%	-4%	-1%	-17%	8%	-4	-10%	-15%
Cc1cc(-c2csc3ncnc(N4CCN(C)CC4)c23)cc(C)c1C	-12%	-14%	-1%	i	-26%	-2%	-1	-18%	-13%
COc1ccc(OC)c(N(C)S(=O)(=O)c2ccc3c(c2)N(C(C)=O)CCO3)c1	-20%	7%[57 µM]	-1%	-7%	-16%	-4%	-10	-13%	-4%
COc1ccc(/C=N/NC(=O)CCc2ccccc2)cc1O	-6%	31%	7%	-2%	-10%	25%	-3	?	-7%[0.501 µM]
CS(=O)(=O)N1CCc2cc(C(=O)NCc3ccccc3)ccc21	-1%	12%	-11%	-2%	-24%	-7%	-1	4%	8%[59 µM]
Cc1ccc(C)c(N2N=C(C(=O)Nc3ccc(S(=O)(=O)N4CCCC4)cc3)CCC2=O)c1	-10%	34%	8%	-9%	-6%	-1%	0	-13%	5%[12.7 µM]
CCC(C(=O)N1CCN(c2cccc(Cl)c2)CC1)c1ccccc1 (centres undefined)	-13%	44%[activator]	0%	8%	27%	9%	-1	20%	-6%[12.7 µM]

Rewritten with the structure last: 2 of the compounds above
Pol eta inh	HP1b binding inh	Pin1 inh	PGK inhibitor	JMJD2A Tudor inh	GLS inhibitor	PI4K2A inh	BAZ2B block	G9a inh	SMILES
-13%	44%[activator]	0%	8%	27%	9%	-1	20%	-6%[12.7 µM]	CCC(C(=O)N1CCN(c2cccc(Cl)c2)CC1)c1ccccc1 (centres undefined)
-12%	-14%	-1%	i	-26%	-2%	-1	-18%	-13%	Cc1cc(-c2csc3ncnc(N4CCN(C)CC4)c23)cc(C)c1C

More compounds:
SMILES	Pol eta inh	HP1b binding inh	Pin1 inh	PGK inhibitor	JMJD2A Tudor inh	GLS inhibitor	PI4K2A inh	BAZ2B block	G9a inh
CC(C)Oc1ccc(CNC(=O)C2CCCN(S(=O)(=O)N3CCOCC3)C2)cc1 (centres undefined)	-11%	59%[activator]	-7%	-6%	-11%	-4%	-7	3%	17%[59 µM]
O=C(COc1ccccc1C(=O)Nc1ccccc1)c1ccc(F)cc1	-15%	36%[activator]	7%	-4%	3%	-9%	2	-5%	-4%
COC(=O)c1cc(OC)c(OC)cc1NC(=O)CSc1nnc(-c2cccnc2)n1C	-19%	30%	0%	-5%	-5%	2%	-8	0%	-10%[59 µM]
C/C(CC(=O)Nc1ccc(C)c(Cl)c1)=N\NC(=O)C1CCCCC1	-3%	-1%	-2%	i	-20%	1%	-4	-8%	21%
CCOC(=O)C1CCCN(C(=O)CN2C(=O)NC(C)(c3ccc4ccccc4c3)C2=O)C1 (centres undefined)	-17%	3%	-7%	i	-5%	-5%	0	3%	-25%
O=C(CN1N=C(c2ccccc2)CCC1=O)NCCN1CCc2ccccc2C1	-24%	27%	6%	-6%	-10%	6%	2	13%	?
Brc1cc2c(cc1CN1CCc3ccccc3C1)OCO2	-23%	80%[activator]	-5%	-1%	27%	12%	-2	32%	-8%[2.33 µM]
Nc1ncnc2oc(-c3ccco3)c(-c3ccco3)c12	40µM*	-33%	.	.	56µM*	?	?	56µM*	5.6µM*
CCc1cc2c(cc3c(=O)n(CC(=O)NCCOC)nc(CC)n32)s1	-18%	46%[activator]	-1%	0%	3%	2%	3	-5%	7%[59 µM]
Cc1ccc(S(=O)(=O)c2nnn3c2nc(Nc2cccc(C)c2)c2ccccc23)cc1	-14%	29%	-2%	-6%	-4%	-3%	-3	14%	19%[59 µM]
Cc1ccc(/C=N/n2c(-c3ccncc3)n[nH]c2=S)s1	-11%	34%	3%	-9%	3.5µM*	?	-3	-11%	.
Cc1ccc(O)c(NC(=S)NC(=O)/C=C/c2ccccc2)c1	-21%	39%[activator]	0%	7%	3%	4%	0	3%	26%
COc1ccc(/C=C(\NC(=O)c2cccs2)C(=O)N2CCOCC2)cc1OC	-13%	33%	-9%	2%	4%	-9%	10	9%	-1%[59 µM]
COc1ccc(C(=O)n2nc(-c3ccc(Cl)cc3)nc2N)cc1OC	-8%	26%	10%	4%	-8%	19%	-8	4%	5%[59 µM]
CN(C)c1cccc(C(=O)OCC(=O)Nc2ccccc2Cl)c1	-14%	26%	-1%	-4%	-12%	-8%	3	15%	28%
CCOC(=O)C(C)Sc1nc(-c2cccs2)ccc1C#N (centres undefined)	-19%	188%[activator]	16%	-10%	72%[activator]	1%	-7	69%[activator]	?
Cc1cc(C)c2sc(NC(=O)c3ccc([N+](=O)[O-])o3)nc2c1	?	9%	-9%	6%	?	-2%	0	12%	.
O=[N+]([O-])c1ccccc1S(=O)(=O)Oc1ccc(C(=S)N2CCOCC2)cc1	-11%	?	0%	-8%	?	-4%	-4	-27%	28µM*
CC1=C(C(=O)Nc2ccccc2)C(c2ccccn2)n2ncnc2N1 (centres undefined)	-17%	26%	2%	-10%	-3%	-19%	2	-10%	8%[59 µM]
O=c1[nH]cnc2scc(-c3cccs3)c12	-12%	12%	-7%	3%	-5%	-9%	-6	8%	4%[59 µM]
O=C(CN1C(=O)COc2ccc(S(=O)(=O)NC3CCCC3)cc21)Nc1ccc(Cl)cc1F	-7%	3%	-4%	-4%	?	3%	0	-4%	-8%[59 µM]
CCN(c1ccccc1)S(=O)(=O)c1nnc(NC(=O)C(C)Oc2ccccc2)s1 (centres undefined)	-12%	-36%	0%	-14%	?	19%	1	?	?
CCOC(=O)NCCc1ccc(OC)cc1	-9%	28%	-2%	3%	-11%	2%	2	12%	-5%[12.7 µM]
O=C(NCCc1ccccc1)c1ccc(Cn2c(SCc3ccc(F)cc3)nc3cccnc32)cc1	-10%	20%	-1%	0%	-14%	-14%	-2	-3%	-6%[59 µM]
CCN1CCN(C(=O)c2ccccc2N(Cc2ccccc2)S(=O)(=O)c2ccc(C)cc2)CC1	-7%	9%	-3%	-6%	27%	-1%	-10	?	1%
COc1ccc(F)cc1S(=O)(=O)Nc1cccc(-c2ccc(N3CCC(C)CC3)nn2)c1	-10%	2%[57 µM]	23%	7%	-27%	4%	-1	-13%	-2%[59 µM]
COCCCNC(=O)CSC1=Nc2ccccc2C2=NC(c3ccccc3)C(=O)N12 (centres undefined)	-10%	49%[activator]	-8%	-7%	1%	?	0	.	-40%
CCC(=O)Nc1sccc1C(=O)OC	1%	10%	-7%	i	-8%	-1%	1	6%	8%[12.7 µM]
CS(=O)(=O)N1Cc2ccccc2CC1C(=O)Nc1ccccc1C(N)=O (centres undefined)	-10%	52%[activator]	6%	i	-11%	0%	10	-6%	.
CCCC1NC(=O)c2cccnc2-n2c1nc1cc(C)cc(C)c1c2=O (centres undefined)	-2%	.	.	-6%	.	4%	0	.	.
CC1=NN(C(C#N)c2ccccc2)C(c2ccccc2)C1 (centres undefined)	-17%	60%[activator]	-2%	6%	6%	-1%	-8	3%	.
Cc1cc(C)c(C(=O)OCCNC(=O)c2cccnc2)cc1C	4%	17%	0%	-6%	-30%	-13%	-4	?	?
COc1ccc(CC(=O)N/N=C(\C)c2cccs2)cc1	-1%	7%	1%	0%	-17%	-4%	0	2%	.
O=C(OCC(=O)N1CCN(C(=O)c2ccco2)CC1)c1ccc(Cl)cc1	-10%	39%[activator]	-22%	i	-14%	-15%	6	0%	6%[12.7 µM]
Nc1c(C(=O)NCCN2CCOCC2)c2nc3ccccc3nc2n1-c1ccc2c(c1)OCO2	-16%	55%[activator]	3%	-6%[11.5 µM]	7%	-2%	-3	-3%	-32%[12.7 µM]
CCC(C)(C)n1nnnc1C(c1ccc2ncccc2c1)N1CCN(c2nc3ccccc3s2)CC1 (centres undefined)	-3%	2%	0%	3%	-36%	3%	1	-10%	?
CC(=O)c1ccc(NC(=O)CSc2nc(-c3ccc(C)cc3)nc3c2c(=O)n(C)c(=O)n3C)cc1	.	27%[57 µM]	-4%	.	-13%	-5%	-5	1%	7%[59 µM]
O=C(COC(=O)c1ccccc1F)Nc1ccc2c(c1)OCCO2	1%	11%	-8%	-6%	-10%	0%	-2	-6%	-33%
